Bioassay records (PubChem BioAssay)
NCI-60 one-dose screen, 48 h, at 10 µM unless noted. Numbers give growth in % (100 = growth as untreated, 0 = no growth, -100 = all killed).
OVCAR-4 – OVCAR-4 ovarian cancer cells; 80,000 compounds, 3.7% hits
SF-295 – SF-295 CNS cancer cells. AID 1794758. 79,000 compounds, 5.6% hits
U251 – U251 CNS tumor cells. 80,000 compounds, 5.4% hits. AID 1794753
PC-3 – PC-3 prostate cancer cells | 80,000 compounds, 3.9% hits
SK-OV-3 – SK-OV-3 ovarian cancer cells; 80,000 compounds, 3.2% hits; AID 1794785
OVCAR-8 – OVCAR-8 ovarian cancer; 81,000 compounds, 4.4% hits; AID 1794782
DU-145 – DU-145 prostate cancer | AID 1794760 | 81,000 compounds, 4.2% hits
OVCAR-5 – OVCAR-5 ovarian cancer | 82,000 compounds, 2.9% hits
OVCAR-3 – OVCAR-3 ovarian cancer | 79,000 compounds, 7% hits | AID 1794787
The depositor's hits bear a star; x = not tested or not shown; & = joins results of further samples; [ ] = remark or other dose. How the source made its calls: active means growth percent below 10; inactive means the rest. No enrichment for hits. Share with any hit: about 11%.

Start of the listing, in advance, three compounds:
compound,OVCAR-8,U251,PC-3,SK-OV-3,OVCAR-4,SF-295,OVCAR-5,OVCAR-3,DU-145
Nc1ncnc2c1N=C(c1ccccc1)CC(c1cccc(Nc3ccnc4cc(Cl)ccc34)c1)N2 (stereo not given),96,88,93,99,88,94,107,101,106
COc1cccc(-c2nc3occn3c2-c2ccnc(NCCNS(=O)(=O)c3ccc(C(F)(F)F)cc3)n2)c1,91,101,78,103,84,99,116,97,96
N#Cc1ccc(Nc2nc(Br)cnc2N)cc1,102,96,78,126,105,105,108,112,107

Main list, previewed entries included:
compound,OVCAR-8,U251,PC-3,SK-OV-3,OVCAR-4,SF-295,OVCAR-5,OVCAR-3,DU-145
Nc1ncnc2c1N=C(c1ccccc1)CC(c1cccc(Nc3ccnc4cc(Cl)ccc34)c1)N2 (stereo not given),96,88,93,99,88,94,107,101,106
COc1cccc(-c2nc3occn3c2-c2ccnc(NCCNS(=O)(=O)c3ccc(C(F)(F)F)cc3)n2)c1,91,101,78,103,84,99,116,97,96
N#Cc1ccc(Nc2nc(Br)cnc2N)cc1,102,96,78,126,105,105,108,112,107
COc1ccccc1/C=C1\Oc2ccc(O)cc2C1=O,101,98,95,x,100,97,110,108,109
COc1cc2c(cc1OC)C[N+](C)(C)C(C)C2 (stereo not given),102,92,88,87,107,103,109,110,112
Cc1cc(O)ccc1N=O,90,83,90,84,113,106,96,106,113
CCNc1nc2ccccc2c2c(=O)c3cccc(C)c3sc12,98,102,84,86,100,99,95,106,101
CC1CN(c2ccc3ncc(-c4nc(NC5CC5)ncc4F)n3c2)CC(C)O1 (stereo not given),71,91,82,x,98,97,97,91,76
O=[N+]([O-])c1ccccc1[I+]c1ccccc1,102,101,97,105,100,108,106,103,102
CCSCN1CC(C)N(CSCC)CC1C (stereo not given),105,113,77,116,115,93,82,112,117
CCCCCNC(=O)COc1ccc(CCN2CCn3c(nc4c3c(=O)n(C)c(=O)n4C)C2)cc1,103,99,89,115,81,101,105,103,103
CC(C)(C)C(=O)C[n+]1cc2ccccc2c2ccccc21,99,101,93,144,111,99,111,113,114
NS(=O)(=O)c1ccc(C(=O)NN2C(=O)C3C(C2=O)C2(Cl)C(Cl)=C(Cl)C3(Cl)C2(Cl)Cl)cc1 (stereo not given),101,103,101,102,105,98,100,x,110
CCCCN(CCCC)CCCNc1c2c(nc3cc(Cl)ccc13)CCCC2,92,82,75,91,93,79,x,88,94
Cc1cc(C)c(CCl)c(C)c1CCl,100,94,98,107,106,99,103,106,102
COc1cc(C)cc2oc3oc(=O)c(-c4csc(-c5cc6ccccc6o5)n4)cc3c(=O)c12,105,105,98,118,110,103,100,96,107
O=CN1N=C(c2ccc(Cl)cc2)CC1c1cccc(Nc2ccnc3cc(Cl)ccc23)c1 (stereo not given),13,13,13,19,29,-10*,35,16,14
CCC/C=C(/C(C)=O)C(=O)OCC,92,103,89,117,90,282,93,119,114
O=c1n(CCO)c(=O)n(CCO)c(=O)n1CCO,101[100 µM],106[100 µM],97[100 µM],94[100 µM],110[100 µM],102[100 µM],108[100 µM],105[100 µM],109[100 µM]
COc1cc(C2CC(O)(c3ccc(Cl)nc3)C(C(=O)c3ccc(Cl)nc3)C(c3cc(OC)c(OC)c(OC)c3)C2C(=O)c2ccc(Cl)nc2)cc(OC)c1OC (stereo not given),110,83,72,96,92,102,95,102,96
COC(=O)c1cc(NC(=O)c2cc([N+](=O)[O-])cn2C)c2cccc(C(=O)OC)c2c1,70,86,78,93,61,93,96,95,102
CCC/C=C/C=N/N1C(=S)N(c2ccccc2)[C@]23OC(N)=C(C#N)[C@]12C(=O)c1ccccc13,90,97,76,64,87,107,124,91,106
O=C1Nc2ccccc2C2/C(=C(/I)C3=CCCCC3)CCCN12 (stereo not given),103,101,115,105,97,99,110,108,105
CC1=NC(c2ccc(Cl)cc2)C2=C(N1)/C(=C/c1ccc(Cl)cc1)CCC2 (stereo not given),79,66,89,109,84,x,114,104,105
NS(=O)(=O)c1ccc(Nc2ccnc(SCC(=O)c3ccc(C(F)(F)F)cc3)n2)cc1,93,91,81,99,90,105,114,109,104
NC1=NC(c2ccccc2OCc2ccccc2)n2c(nc3ccccc32)N1 (stereo not given),98,98,92,105,101,109,93,104,115
Nc1ccc(C(=O)Oc2ccc([N+](=O)[O-])cc2)cc1,116,95,x,103,96,97,108,103,108
O=C1CC(C(=O)O)C(c2ccccc2)c2ccccc21 (stereo not given),102&104,93&99,86&97,92&96,110,101,91&101,97&116,99&121
COc1cc2c(cc1OC)/C(=N\O)CCCC2,97,114,105,98,125,x,98,107,114
Cc1cccc(C2(O)CCCCC2)c1,97,98,106,96,x,116,100,101,96
Cc1cc2ccccc2cc1Br,101,105,99,97,113,100,109,103,110
Nc1c(S(=O)(=O)O)ccc2c1C(=O)c1ccccc1C2=O,104,103,97,103,114,95,93,104,108
C=CN(C(=O)N1CCN(c2cc3c(cc2F)c(=O)c(C(=O)O)cn3C2CC2)CC1)c1nc(-c2ccc(Br)cc2)cs1,89,90,81,80,100,89,95,109,111
Cc1ccc2cccnc2c1,95,98,81,102,x,91,105,108,107
NS(=O)(=O)c1ccc(NC(=O)C(=O)C(O)C(O)C(O)CO)cc1 (stereo not given),93,84,96,109,113,114,105,107,106
CC(C)(C)n1cc(-c2ccnc(NCCCNS(=O)(=O)c3ccccc3)c2)c(-c2cccc(O)c2)n1,52,48,30,89,56,35,68,54,55
O=C1CCc2c(sc3[nH]c(=S)n(-c4ccc(Cl)cc4)c(=O)c23)C1,99,92,90,83,102,93,103,107,101
COc1ccc(NC(=O)Nc2ccc(OCC(=O)N=Nc3c(O)[nH]c4ccccc34)cc2)cc1,104,107,108,111,121,108,118,109,113
CCCCCCCCCCCCCCC1(C(=O)O)CCOC1=O (stereo not given),100,106,103,109,106,103,108,99,99
COc1cccc(-c2cc3cnc4ccccc4c3oc2=O)c1,100,100,102,100,99,109,101,106,105
C[C@@H]1C[C@@H]([C@@H](CC2CC(=O)NC(=O)C2)OC(=O)CC(=O)c2ccccc2)C(=O)[C@@H](C)C1,12,15,12,-3.3*,20,4.7*,17,19,12
CCN(CC)CCN1C(=O)c2cccc3c(-c4ccc5c(c4)ncn5C4CCCCC4)ccc(c23)C1=O,26,15,5.2*,21,33,-42*,36,45,28
NCCOc1nc(Cl)nc(Nc2ccc(N3CCOCC3=O)cc2)n1,99,97,101,104,107,99,98,111,107
CC(Cc1ccccc1)NN(CS(=O)(=O)O)CS(=O)(=O)O (stereo not given),97,88,95,85,102,99,104,105,105
Cc1ccc2c(n1)C(=O)C(Oc1ccc(C#N)cc1)=CC2=O,88,94,95,x,88,101,109,91,109

4 entries from above, reformatted.
SMILES: C=CN(C(=O)N1CCN(c2cc3c(cc2F)c(=O)c(C(=O)O)cn3C2CC2)CC1)c1nc(-c2ccc(Br)cc2)cs1
  OVCAR-8 = 89; U251 = 90; PC-3 = 81; SK-OV-3 = 80; OVCAR-4 = 100; SF-295 = 89; OVCAR-5 = 95; OVCAR-3 = 109; DU-145 = 111
SMILES: Nc1c(S(=O)(=O)O)ccc2c1C(=O)c1ccccc1C2=O
  OVCAR-8 = 104; U251 = 103; PC-3 = 97; SK-OV-3 = 103; OVCAR-4 = 114; SF-295 = 95; OVCAR-5 = 93; OVCAR-3 = 104; DU-145 = 108
SMILES: O=C1CCc2c(sc3[nH]c(=S)n(-c4ccc(Cl)cc4)c(=O)c23)C1
  OVCAR-8 = 99; U251 = 92; PC-3 = 90; SK-OV-3 = 83; OVCAR-4 = 102; SF-295 = 93; OVCAR-5 = 103; OVCAR-3 = 107; DU-145 = 101
SMILES: Cc1ccc2cccnc2c1
  OVCAR-8 = 95; U251 = 98; PC-3 = 81; SK-OV-3 = 102; OVCAR-4 = x; SF-295 = 91; OVCAR-5 = 105; OVCAR-3 = 108; DU-145 = 107

(cont.)
compound,OVCAR-8,U251,PC-3,SK-OV-3,OVCAR-4,SF-295,OVCAR-5,OVCAR-3,DU-145
COc1ccc(CNc2c3ccccc3nc3ccc(OC)cc23)cc1,25,16,5.5*,47,18,19,31,40,20
O=C(O)c1ccc(S(=O)(=O)O)cc1,x,103,88,112,104,107,107,119,133
CCOC(=O)c1nnn(Cc2cc(=O)oc3ccc(C)cc23)c1C,96,97,91,97,104,97,101,103,106
Cc1ccccc1NC(=O)CSC#N,102,100,90,89,103,100,97,99,110
Cc1cccc(C)c1NC(=O)C(C)C,102,97,109,105,109,96,100,112,117
COc1ccc(C2=C/C(=C\c3ccc(Cl)cc3)C(=O)N2/N=C/c2ccc(Cl)cc2)cc1,83,85,91,89,79,100,103,100,105
Cn1cc(/C=C2\C(=O)N(CCCCn3c4ccccc4c(=O)c4ccccc43)c3ccccc32)c2ccccc21,93,99,91,124,101,114,98,100,100
COc1ccc(/C=N/N=C(N)/C(N)=N/N=C/c2ccc(OC)c(S(=O)(=O)O)c2)cc1S(=O)(=O)O,98,93,86,92,98,96,99,111,105
O=C(c1cccc(O)c1)C1C(c2ccc(Br)cc2)C2CCCN2C12C(=O)c1ccccc1C2=O (stereo not given),98,94,78,94,99,98,98,101,102
CCCCCCNC(=O)Oc1ccc(/C(=C(\C)c2ccc(Cl)cc2)c2ccc(OCCN(CC)CC)cc2)cc1,x,42,57,83,60,85,72,68,73
COc1ccc(-c2cc(-c3cccnc3)nc(S(=O)(=O)CC(N)=O)c2C#N)cc1OC,107,93,83,100,106,102,104,111,108
CCCCC[C@H](O)c1ccccc1[C@@H]1O[C@@H](CCC(=O)OC)[C@H](O)[C@H]1I,100,95,86,109,105,111,102,106,105
Cc1ccc2nc(-c3c(C)nn(-c4ccccc4)c3N3CCCCC3)[nH]c2c1,96,101,80,88,86,99,97,95,104
C/C(=N\N=C1/NC(=O)C(CC(=O)O)S1)c1nnn(-c2ccc(Cl)cc2)c1C (stereo not given),101,102,94,100,106,102,104,x,108
COc1cnc2c(c1)C(=O)c1c-2n(CCCNC2=NCCS2)c(=O)c2cc(F)ccc12,31,12,37,11,63,-5.7*,53,33,15
COc1ccc2cc([C@H](C)C(=O)N/N=C/c3ccccc3F)ccc2c1,84,90,78,82,73,72,87,95,90
O=C(NCCCNc1nccc(-c2c(-c3cccc(F)c3)nc3sccn23)n1)c1c(F)cccc1F,44,87,48,53,39,55,94,58,69
CCN(CC)Cc1nnc(CCC(=O)c2nc3ccc([N+](=O)[O-])cc3[nH]2)o1,101,106,85,75,100,101,112,99,103
N#C/C(=C\c1ccc(-c2ccc(Cl)cc2Cl)o1)C(=O)c1c[nH]c2ccccc12,97,99,90,86,102,98,100,98,102
Cc1ccc2c(c1)/C(=N/c1nc(-c3ccccc3Cl)cs1)C(=O)N2,104,106,79,111,107,106,124,93,91
C/C=C/C(=O)OCCN1CCN(C(=O)/C=C/C)CC1,107,101,95,106,116,100,110,108,117
O=c1[nH][nH]c(=O)c2cc([N+](=O)[O-])ccc12,x,101,104,101,99,117,110,127,126
CC(C)CCn1c(=O)c2c(ncn2C)n(C)c1=O,106,95,94,106,93,99,95,102,103
CCCCc1nc(Cl)c(C2CC(c3ccc(S(N)(=O)=O)cc3)=NN2C(C)=O)[nH]1 (stereo not given),103,99,92,92,111,95,105,104,117
N#CC(C#N)=CNC(=S)Nc1ccc(S(=O)(=O)Nc2nccs2)cc1,94,94,96,101,103,98,95,110,x
COc1ccc(-c2cc(C(=O)N3N=C(c4ccc(N)cc4)CC3c3ccc(OC)cc3)c3ccccc3n2)cc1 (stereo not given),78,63,58,76,109,62,100,56,94
O=C1C(=Cc2ccc(Cl)cc2)C(=O)c2ccccc21,97,94,94,101,107,96,105,111,110
N#Cc1c(-c2ccccc2)n2c(nc1=O)SC(=O)C2,107,100,106,98,109,101,98,132,118
COc1ccc(C2CC(c3cc(OC)c(OC)c(OC)c3)=NN2c2ccc(S(N)(=O)=O)cc2)cc1 (stereo not given),62,53,x,88,70,55,92,78,86
Cc1ccc(C)c2c1sc1nc3nc4sc5cc(Cl)c(Cl)cc5n4c(=N)c3c(=O)n12,104,112,68,87,92,112,87,84,97
CCOc1ccc2nc(C)cc(Nc3ccc(S(=O)(=O)N=C(N)N)cc3)c2c1,107,99,100,95,99,102,109,108,114
C=CCN1C(=O)c2cccc3c(-c4ccc5c(c4)c(-c4nc6ccccc6s4)cn5CC=C)ccc(c23)C1=O,103,105,92,97,106,99,98,108,111
CCCCC1(C2CCCC2)NC(=O)NC1=O (stereo not given),114,115,93,108,108,108,93,118,100
CC(=O)OCC1OC(OC(C)=O)C(NC(=O)NS(=O)(=O)c2ccc(F)cc2)C(OC(C)=O)C1OC(C)=O (stereo not given),103,103,93,x,106,102,99,109,111
COc1ccc(S(=O)(=O)NCCCNc2nccc(-c3c(-c4cccc([N+](=O)[O-])c4)nc4sccn34)n2)cc1,30,72,24,90,29,44,99,41,52
O=C(NN1C(=O)CSC1c1ccccc1)c1ccc(NC(=O)c2ccccn2)cc1 (stereo not given),101,101,109,110,97,93,96,101,106
COc1cc2c(cc1OC)C(=O)C(Br)CC2 (stereo not given),33,54,31,83,53,x,74,39,31
CN1c2ccccc2C(O)(c2ccccc2)c2ccccc21,15,13,31,58,74,47,99,65,67
O=c1cc(Cn2cnn(-c3ccccc3)c2=O)c2ccc3ccccc3c2o1,97,93,93,95,103,99,88,109,105
Cc1ccc(C2N3C(=O)CC[C@@H]3O[C@@H]3CCC(=O)N23)cc1 (stereo not given in full),101,100,102,113,99,103,97,108,101
